Screens (PubChem)
ASAP1 inh: ASAP1 ArfGAP inhibition. ASAP1-stimulated ARF1 GTP hydrolysis, GDP FP detection. 360,000 compounds, 0.19% hits. Q9ULH1. inhibition, % at 16.5 µM; in the data active means inhibition above about 25%;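 further: 0% = vehicle with enzyme and substrate and 100% = no enzyme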
rCAG binder: binds r(CAG) RNA repeats; AID 651821; r(CAG) RNA repeat, TO-PRO-1 dye displacement fluorescence; inhibition, % at 3 µM; 370,000 compounds, 1.3% hits;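 active means inhibition above the plate cutoff, the mean of all test compounds on that plate plus 3 SD, cut at about 35% in these data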;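 further: 0% = DMSO alone and 100% = 100 µM mitoxantrone as full dye displacement; higher means more dye released from RNA so lower well fluorescence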
GC-A act: GC-A (human) enzyme activation; activation, % at 10 µM; HEK293 GC-A cells, cGMP TR-FRET, EC30 ANP; 0% at EC30 ANP, 100% saturating ANP; 370,000 compounds, 0.14% hits; P16066; in the data active means activation above about 40%
FXN GAA850 act: frataxin GAA850 promoter activation | HEK293 lucGAA850 FXN promoter luciferase reporter, 24 h; percent of 10 µM SAHA response | activation, % at 6 µM | 360,000 compounds, 0.56% hits | AID 540364;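 active means activation above the average of all compounds screened plus 3 SD, cutoff fixed separately per campaign, cut at about 7.5% in these data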;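 further: 0% = DMSO wells and 100% = 10 µM SAHA wells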
DDE Tn6 FP inh: DD(E)-Tn6 binding inhibition, primary FP screen; P02675; Fibrin DD(E) TRITC-Tn6 fluorescence polarization displacement; inhibition, % at 8.3 µM; 370,000 compounds, 0.21% hits; AID 720509;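 active means inhibition above a per-campaign cutoff: mean of compounds within control limits plus 3 SD, cut at about 15% in these data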;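 further: 0% = median of all compound wells on the plate and 100% = blocking peptide control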
proKLK7 act: proKLK7 (human) activation, primary screen; P49862; purified proKLK7, EDANS-DABCYL substrate fluorescence; 100% is mature enzyme control, 0% vehicle; activation, % at 7 µM; 370,000 compounds, 0.9% hits; AID 652039;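 active means activation above the mean of all tested compounds plus 3 SD, computed per campaign excluding outliers beyond control limits, cut at about 13% in these data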
NPR2 activator: GC-B (human) receptor activation; HEK293-GC-B cells, CNP EC30, cGMP TR-FRET; 0% at EC30 CNP, 100% saturating CNP; activation, % at 10 µM; 370,000 compounds, 0.11% hits; AID 1920062;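 active means activation at 10 µM reaching about 35% in either raw or pattern-adjusted values, limit read from the data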
Target sequence (P20594 whole entry, looked up): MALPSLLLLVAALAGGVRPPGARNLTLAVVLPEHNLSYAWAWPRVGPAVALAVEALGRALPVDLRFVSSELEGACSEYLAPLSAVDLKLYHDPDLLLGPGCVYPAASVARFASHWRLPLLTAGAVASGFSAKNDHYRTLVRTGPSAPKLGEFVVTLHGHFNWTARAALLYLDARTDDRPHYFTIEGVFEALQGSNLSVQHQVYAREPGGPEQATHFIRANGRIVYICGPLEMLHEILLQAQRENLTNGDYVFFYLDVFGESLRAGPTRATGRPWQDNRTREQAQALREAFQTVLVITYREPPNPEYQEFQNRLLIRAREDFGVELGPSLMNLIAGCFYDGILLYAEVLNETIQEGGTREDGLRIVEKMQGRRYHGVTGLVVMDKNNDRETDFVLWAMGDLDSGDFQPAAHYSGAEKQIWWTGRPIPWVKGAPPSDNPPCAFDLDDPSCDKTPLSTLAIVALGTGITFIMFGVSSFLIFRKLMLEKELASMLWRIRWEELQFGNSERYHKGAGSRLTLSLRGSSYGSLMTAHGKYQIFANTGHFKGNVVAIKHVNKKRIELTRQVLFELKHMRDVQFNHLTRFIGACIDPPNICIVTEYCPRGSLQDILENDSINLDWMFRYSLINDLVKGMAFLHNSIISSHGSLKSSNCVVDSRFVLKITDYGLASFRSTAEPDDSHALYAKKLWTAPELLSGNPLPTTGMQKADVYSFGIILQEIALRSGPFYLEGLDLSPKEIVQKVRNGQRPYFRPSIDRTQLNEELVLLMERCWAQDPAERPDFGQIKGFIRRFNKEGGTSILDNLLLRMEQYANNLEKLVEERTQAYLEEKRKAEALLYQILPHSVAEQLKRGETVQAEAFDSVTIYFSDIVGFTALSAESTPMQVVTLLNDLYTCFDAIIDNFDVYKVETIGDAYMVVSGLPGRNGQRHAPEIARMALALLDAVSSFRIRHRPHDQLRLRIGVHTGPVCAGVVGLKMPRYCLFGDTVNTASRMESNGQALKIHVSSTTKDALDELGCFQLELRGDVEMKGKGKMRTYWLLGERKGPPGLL
ARFGAP1 inh: rat ARFGAP1 inhibition; Q62848; Arfgap1-stimulated ARF1 GTP hydrolysis, GDP FP detection; inhibition, % at 16.5 µM; 360,000 compounds, 0.26% hits;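 active means inhibition above a per-plate limit, mean inhibition of low control wells plus 3 SD, cut at about 25% in these data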;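 further: 0% = DMSO wells with enzyme and 100% = wells lacking Arfgap1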
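Assay system: Rat Arfgap1 GAP domain (His6, aa 1-136), purified enzyme | Buffer or medium: HEPES 25 mM pH 7.5, NaCl 150 mM, MgCl2, DTT | Schedule: GTP hydrolysis reaction 2 h at 25 °C | Signal: FP of antibody-bound GDP Alexa 633 tracer, ex 620/em 688 nm | Measure: Percent inhibition of Arfgap1-stimulated GTP hydrolysis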
ADAM10 inh: inhibitors of human ADAM10 | AID 720582 | inhibition, % at 7 µM | O14672 | 370,000 compounds, 0.62% hits | recombinant ADAM10, EDANS/DABCYL FRET peptide cleavage, 3 h;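 active means inhibition above a per-campaign cutoff equal to the mean of compounds falling between control-based bounds plus 3 SD, cut at about 20% in these data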;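 further: 0% = DMSO wells while the 100% control is not disclosed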
HGIII-sPLA2 inh: Inhibits HGIII-sPLA2 liposome hydrolysis, primary screen; Q9NZ20; QFRET BODIPY PC-A2 liposome hydrolysis, fluorescence; inhibition, % at 12.2 µM; 370,000 compounds, 0.56% hits;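 active means inhibition above mean plus 3 SD of compounds lying within the high and low control bounds, cut at about 19% in these data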;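 further: 0% = median of test compound wells and 100% = no enzyme DMSO wells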
* marks the source's active call; other numbers are inactive results; nt = not tested or not shown.

Each structure is followed by: ASAP1 inh | rCAG binder | GC-A act | FXN GAA850 act | DDE Tn6 FP inh | proKLK7 act | NPR2 activator | ARFGAP1 inh | ADAM10 inh | HGIII-sPLA2 inh
1	Fc1ccccc1OCCn1c(=S)[nH]c2ccccc21
  7 | 0 | 10 | 2.4 | -1 | 0.1 | -1 | 4 | 10 | 8
2	O=C(CN1C(=O)COc2ccc(S(=O)(=O)N3CCCCC3)cc21)NCc1ccc(Cl)cc1
  -9 | 1 | -1 | -1.5 | 4 | 0.4 | 3 | 18 | 6 | 0
3	O=S1(=O)CCN(CCCc2ccccc2)CC1
  -1 | 2 | -1 | 0.5 | 11 | -0.3 | 3 | -16 | 1 | 2
4	Nc1ccccc1C(=O)NCc1ccco1
  -6 | 1 | 6 | 0.6 | 3 | 2.4 | -1 | -4 | -256 | -5
5	CCCCCn1c(CN(C)Cc2ccccc2)nc2c1c(=O)n(C)c(=O)n2C
  -1 | -10 | 1 | 4.9 | 5 | 0.7 | 0 | -5 | 2 | 1
6	O=C(COC(=O)/C=C/C(=O)N1CCN(c2ccccc2)CC1)NCc1ccc(F)cc1
  -3 | -4 | 0 | 0.2 | 6 | 0.4 | -3 | 6 | -5 | -5
7	COc1ccc(C2CC(C(F)(F)F)n3nc(C(=O)O)c(Br)c3N2)cc1 (stereo not drawn)
  -1 | 2 | -1 | 0.4 | 0 | -0.1 | -3 | 0 | -1 | -2
8	COc1ccc(NC(=O)C2CCCN(S(=O)(=O)c3c(C)[nH]c(=O)[nH]c3=O)C2)cc1Cl (stereo not drawn)
  0 | 5 | 1 | -0.2 | 3 | 0.6 | 9 | 1 | 0 | 2
9	Cc1cc(C)nc(NC(=O)c2cccc([N+](=O)[O-])c2)c1
  -11 | -2 | -1 | -0.5 | -7 | 0.1 | 1 | 0 | 3 | 3
10	O=C(CSCCc1ccccn1)Nc1cccnc1
  11 | 3 | 4 | 1.5 | 3 | -0.2 | 0 | 5 | -20 | 5
11	N#Cc1c(-c2ccc(Cl)cc2)cc(-c2cccs2)nc1SCC(=O)O
  -9 | 66* | 1 | 1.0 | 14 | -0.8 | -2 | -18 | -153 | -28
12	Cc1n[nH]c(C)c1CCCCOc1ccccc1F
  8 | -4 | 2 | 1.5 | 2 | 0.5 | -2 | 5 | 9 | -6
13	Nc1ncnc2c1ncn2[C@H]1CC[C@@H](CO)O1
  -6 | 0 | 6 | -2.3 | -5 | -0.4 | 6 | -6 | -8 | 3
14	CC1CCN(C(=O)Cn2cnc3c(cnn3C(C)(C)C)c2=O)CC1
  -18 | -6 | 1 | 3.1 | -8 | -0.9 | -1 | -3 | 4 | -1
15	CCOC(=O)c1ccc(OC)c(OC)c1Cl
  -6 | -2 | 4 | 0.0 | 4 | 0.1 | 11 | -4 | -7 | 0
16	O=C(NNC(=O)c1csc(N2CCOCC2)n1)c1ccc(Cl)nc1
  -3 | 0 | 4 | 1.3 | -8 | -0.4 | -6 | 10 | -8 | 11
17	CCCCOC(=O)c1[nH]c2c(c1C)C(=O)CC(c1cc(OC)c(OC)c(OC)c1)C2 (stereo not drawn)
  -5 | 3 | 8 | -5.0 | -2 | 0.4 | 7 | 11 | 0 | -10
18	COc1cc(NC(=O)CN2CCN(CC(=O)Nc3ccccc3OC)CC2)cc(OC)c1
  -13 | 1 | 2 | 2.3 | -6 | -0.3 | -1 | -4 | 2 | 8
19	Cn1c(NCCc2ccncc2)nc2cc(-c3ccsc3)sc2c1=O
  -1 | 1 | -7 | 3.4 | -7 | -0.1 | -7 | 0 | -39 | -26
20	CCN1CCN(c2ccc(S(=O)(=O)N3CCCCC3)cc2NC(=O)CC(NC(C)=O)c2ccccc2)CC1 (stereo not drawn)
  3 | -2 | 1 | 1.3 | 8 | 0.0 | 0 | 3 | -3 | -2
21	Cn1c(=O)n(CCc2ccccc2)c(=O)c2c1nc1n2CCCN1Cc1ccccc1
  -4 | -5 | -12 | -1.0 | -1 | -0.3 | -2 | -5 | -3 | 1
22	CC(OC(=O)c1ccc2ncsc2c1)C(=O)Nc1ncc(Cl)cc1Cl (stereo not drawn)
  -5 | 3 | -4 | 0.8 | 2 | 0.0 | 1 | 10 | -4 | 7
23	Cc1ccc(-c2nc3ccccc3c(=O)n2CCCN2CCOCC2)cc1
  8 | -5 | 0 | 2.1 | 6 | -0.2 | -1 | 3 | 3 | 0
24	CC(C)N1C(=O)C(Cc2nc3ccccc3c(=O)n2-c2ccccc2)c2ccccc21 (stereo not drawn)
  -10 | -7 | -30 | 3.2 | 5 | -0.2 | -15 | -5 | 86* | -46
25	C/C=C/Cn1c(SCc2ccc(Cl)cc2)nc2c1c(=O)[nH]c(=O)n2C
  -4 | -1 | -7 | 11* | 2 | 0.1 | -24 | -7 | 6 | 2
26	CCN(CC(=O)Nc1ccc2c(c1)CCC2)Cc1nc2ccccc2c(=O)[nH]1
  0 | 1 | -3 | 0.3 | 4 | -0.1 | -6 | -2 | 0 | 5
27	CC(=O)Nc1nnc(S(=O)(=O)N2CCN(c3ccc([N+](=O)[O-])cc3Cl)CC2)s1
  -5 | 26 | 2 | -0.7 | -2 | 0.0 | -5 | 2 | 5 | 1
28	CC(=O)N1c2ccc(S(=O)(=O)NCC3CCC(C(=O)NCc4ccc(C)cc4)CC3)cc2CC1C (stereo not drawn)
  1 | -2 | -2 | 0.7 | 3 | 0.2 | -4 | 4 | 74* | -10
29	CCCC[C@H]1C2CC(OC(=O)Nc3ccccc3)C(C2)[C@H]2CCCCN21 (stereo partly drawn)
  nt | 0 | 2 | nt | -3 | -0.3 | 0 | nt | -5 | 11
30	CCOC(=O)C1CCN(S(=O)(=O)c2ccc3c(c2)NC(=O)C(C)S3)CC1 (stereo not drawn)
  10 | -5 | 0 | -0.1 | 0 | 0.2 | -2 | 1 | 4 | -2
31	Cc1cccc(C(=O)C2CCN(S(=O)(=O)c3cccc(C(=O)O)c3)CC2)c1
  -11 | 15 | -2 | 1.2 | 4 | -0.3 | 1 | 3 | -3 | -7
32	CCn1c(SCc2nc(-c3ccccc3)no2)nc2ccccc21
  -3 | 0 | 3 | 3.0 | 3 | 0.1 | -15 | 1 | -1 | 1
33	C#CCOCCOCCOCCNc1nc(N2CCN(C(=O)[C@H](CCCCN)n3cc([C@@H](N)C(C)CC)nn3)CC2)nc(N2CCN(C(=O)[C@H](Cc3ccc(O)cc3)n3cc([C@@H](N)CC(C)C)nn3)CC2)n1 (stereo partly drawn)
  -7 | 13 | 3 | -0.1 | -2 | -0.6 | 8 | -1 | 9 | -2
34	COc1ccc(CN2CCN(C(=O)CC(C)C)CC2)c(OC)c1OC
  -9 | -4 | 1 | -0.7 | 0 | 0.2 | 8 | 10 | -3 | -1
35	COc1ccc(S(=O)(=O)N2CCCCC2)cc1NC(=O)C1COc2ccccc2O1 (stereo not drawn)
  -2 | 2 | -2 | 0.9 | 6 | -1.1 | 5 | 1 | 5 | -9
36	CN(C)c1cc(-c2ccccc2)nc(-c2ccccc2)n1
  1 | 0 | -11 | -0.3 | 5 | -0.4 | -9 | -3 | 0 | 0
37	Cc1ccc(OCC(O)CN2CCN(c3ccccc3)CC2)cc1 (stereo not drawn)
  -2 | -12 | 4 | -1.4 | -3 | 0.1 | 1 | 3 | -8 | 0
38	OC(C#CCCN1CCCCC1)(c1ccccc1)C1CCCCC1 (stereo not drawn)
  -14 | -11 | -14 | -0.6 | 3 | 0.3 | -13 | 0 | 3 | -4
39	Cc1ccc(N=Nc2c(N)nn(-c3ccccc3)c2N)cc1
  -3 | 2 | -1 | 0.3 | -4 | 0.0 | -5 | 3 | 1 | 3
40	O=C(Cn1nc(-c2nn(CC(=O)c3ccccc3)c3[n+]2CCCCC3)[n+]2c1CCCCC2)c1ccccc1
  11 | 11 | -1 | 0.1 | 4 | 0.1 | 10 | -1 | 6 | -35
41	O=C(Nc1ccc(Cl)cc1Cl)Nn1cnnc1
  7 | 1 | 5 | -0.2 | -4 | 0.9 | 2 | 6 | 2 | 3
42	O=C(CSc1nccc(=O)[nH]1)Nc1ccccc1Sc1ccccc1
  -5 | 8 | 1 | 1.9 | -3 | 0.3 | 0 | -2 | 0 | -6
43	C#CCNC(=O)C[C@@H]1C[C@@](CCC(=O)OCC)(C(=O)OCC)C2=CCCCN2C1=O
  nt | 2 | 3 | nt | 5 | -0.3 | -2 | nt | -5 | 8
44	Cc1ccc(SCCNC(=O)C(CO)(CO)CO)cc1
  6 | -2 | 3 | 1.3 | 6 | 0.4 | -2 | -5 | -4 | -1
45	COc1ccccc1-n1c(=O)c2c3c(sc2n2c(SC(C)C)nnc12)CCC3
  -10 | 3 | 12 | 0.0 | 0 | -0.2 | 14 | -3 | -2 | 4
46	c1ccc(C[C@H]2CN=C(Nc3ccccc3)N2CCCC2CCCCC2)cc1
  -6 | 2 | -1 | -0.2 | 8 | 0.0 | -1 | 7 | 6 | 6
47	O=C(OCc1ccccc1)c1cccc(-c2nnn(Cc3ccccc3)n2)c1
  4 | 2 | 4 | 1.3 | 5 | 0.2 | 6 | -1 | 0 | -19
48	Cc1ccc(S(=O)(=O)N[C@@H](Cc2ccccc2)C(=O)N2CCC(C(=O)N[C@@H](CC(C)C)C(=O)O)CC2)cc1
  -13 | 7 | 0 | 2.2 | -4 | -0.5 | -2 | 5 | 4 | 2

Three entries from above, sorted by SMILES length, high to low.
Each structure is followed by: ASAP1 inh | rCAG binder | GC-A act | FXN GAA850 act | DDE Tn6 FP inh | proKLK7 act | NPR2 activator | ARFGAP1 inh | ADAM10 inh | HGIII-sPLA2 inh
33	C#CCOCCOCCOCCNc1nc(N2CCN(C(=O)[C@H](CCCCN)n3cc([C@@H](N)C(C)CC)nn3)CC2)nc(N2CCN(C(=O)[C@H](Cc3ccc(O)cc3)n3cc([C@@H](N)CC(C)C)nn3)CC2)n1 (stereo partly drawn)
  -7 | 13 | 3 | -0.1 | -2 | -0.6 | 8 | -1 | 9 | -2
43	C#CCNC(=O)C[C@@H]1C[C@@](CCC(=O)OCC)(C(=O)OCC)C2=CCCCN2C1=O
  nt | 2 | 3 | nt | 5 | -0.3 | -2 | nt | -5 | 8
41	O=C(Nc1ccc(Cl)cc1Cl)Nn1cnnc1
  7 | 1 | 5 | -0.2 | -4 | 0.9 | 2 | 6 | 2 | 3

Profiles from above. Order of screens: ASAP1 inh | rCAG binder | GC-A act | FXN GAA850 act | DDE Tn6 FP inh | proKLK7 act | NPR2 activator | ARFGAP1 inh | ADAM10 inh | HGIII-sPLA2 inh
`Cc1ccc(N=Nc2c(N)nn(-c3ccccc3)c2N)cc1` is listed as -3 | 2 | -1 | 0.3 | -4 | 0.0 | -5 | 3 | 1 | 3
`COc1ccccc1-n1c(=O)c2c3c(sc2n2c(SC(C)C)nnc12)CCC3` is listed as -10 | 3 | 12 | 0.0 | 0 | -0.2 | 14 | -3 | -2 | 4
`OC(C#CCCN1CCCCC1)(c1ccccc1)C1CCCCC1` (stereo not drawn) is listed as -14 | -11 | -14 | -0.6 | 3 | 0.3 | -13 | 0 | 3 | -4
`Cc1ccc(SCCNC(=O)C(CO)(CO)CO)cc1` is listed as 6 | -2 | 3 | 1.3 | 6 | 0.4 | -2 | -5 | -4 | -1
`O=C(Cn1nc(-c2nn(CC(=O)c3ccccc3)c3[n+]2CCCCC3)[n+]2c1CCCCC2)c1ccccc1` is listed as 11 | 11 | -1 | 0.1 | 4 | 0.1 | 10 | -1 | 6 | -35
